Source: PubChem
CHOP UPR activ: apoptotic UPR (CHOP) activation. 0.34% of 330,000 active. activation, % at 10 µM. CHO-CHOP luciferase reporter, luminescence; percent of tunicamycin response over DMSO baseline;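 active = at 10 µM dose, activation of 40% or more, normalized to positive control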;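 note: 100% = tunicamycin at 10 µg/mL and 0% = DMSO alone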
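Assay system: CHO cells with stable CHOP pathway luciferase reporter; Buffer or medium: F12 plus 10% serum; Times: 16-18 h cell attachment, then 6 h compound exposure, 37 °C; Signal: luciferase luminescence; Read-out basis: percent activation relative to tunicamycin control; Control set: tunicamycin high control, DMSO low control.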
EBI2 block: EBI2 (human) antagonism | inhibition, % at 5 µM | P32249 | AID 651636 | EBI2 beta-arrestin recruitment, luminescence, 7a,25-OHC stimulated | 0.81% of 360,000 active; in the data active = inhibition above about 38%;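 note: enzyme fragment complementation signal reports receptor beta-arrestin coupling in cells; 0% = agonist plus DMSO wells and 100% = wells without agonist; some results beyond the cut were filed as inactive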
Target sequence (P32249 whole entry, looked up, the tested form may be a part): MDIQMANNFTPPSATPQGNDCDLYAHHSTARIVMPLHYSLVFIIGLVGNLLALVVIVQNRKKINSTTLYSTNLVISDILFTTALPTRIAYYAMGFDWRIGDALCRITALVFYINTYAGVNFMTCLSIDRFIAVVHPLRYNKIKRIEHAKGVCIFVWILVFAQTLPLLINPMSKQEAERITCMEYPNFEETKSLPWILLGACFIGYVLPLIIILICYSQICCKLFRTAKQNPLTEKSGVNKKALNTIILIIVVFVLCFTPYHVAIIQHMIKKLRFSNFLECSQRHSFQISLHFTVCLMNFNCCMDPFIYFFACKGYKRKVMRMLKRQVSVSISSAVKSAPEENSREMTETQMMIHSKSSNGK
Mdm2 MdmX PPI: disrupts the human Mdm2-MdmX interaction. O15151+Q00987. SaOS-2 split-luciferase Mdm2/MdmX complementation, luminescence. inhibition, % at 8 µM. 3% of 330,000 active. AID 485346;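 active = inhibition of at least 50% at 8 µM in the primary screen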
Jurkat NFkB inh: lowers PMA/ionomycin-induced NF-kB signal in Jurkat cells; PMA/ionomycin-induced NF-kB luciferase reporter, luminescence; inhibition, % at 4 µM; 0.53% of 330,000 active; in the data active = inhibition above about 50%
CCR6 antag: antagonists of human CCR6 receptor | CHO-K1 CCR6 PathHunter beta-arrestin, luminescence, CCL20-stimulated | inhibition, % at 20 µM | 0.49% of 340,000 active | AID 493098;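 active = compounds whose inhibition of the agonist-driven luminescence signal at 20 µM reaches about 50%, limit read from the data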;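 note: cells stimulated with CCL20 at 14 nM final; plate controls were DMSO with CCL20 for no effect and DMSO without agonist for full effect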
Target sequence (P51684 whole entry, looked up): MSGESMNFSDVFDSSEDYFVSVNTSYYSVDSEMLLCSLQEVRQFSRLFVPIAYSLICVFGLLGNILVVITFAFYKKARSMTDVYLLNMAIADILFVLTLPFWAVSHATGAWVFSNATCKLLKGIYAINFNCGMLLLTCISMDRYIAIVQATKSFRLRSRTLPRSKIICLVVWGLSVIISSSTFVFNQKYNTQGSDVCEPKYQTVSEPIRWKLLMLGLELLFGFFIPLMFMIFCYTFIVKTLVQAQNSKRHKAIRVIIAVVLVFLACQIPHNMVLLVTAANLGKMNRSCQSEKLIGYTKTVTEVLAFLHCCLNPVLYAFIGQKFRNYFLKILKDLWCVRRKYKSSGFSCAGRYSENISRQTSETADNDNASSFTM
697 NFkB inh: lowers PMA/ionomycin-induced NF-kB signal in 697 B cells; 697 B-cell NF-kB luciferase reporter, 16 h; inhibition, % at 4 µM; 0.33% of 330,000 active; in the data active = inhibition above about 35%
XBP1 UPR activ: adaptive UPR (XBP1) activation; CHO-XBP1 luciferase reporter, IRE1-XBP1 UPR activation, luminescence; percent of tunicamycin response, DMSO as zero; activation, % at 20 µM; 0.33% of 330,000 active; AID 463104;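 active = versus positive control, 20 µM dose yields 30% or more activation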;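 note: 100% = tunicamycin at 10 µg/mL and 0% = DMSO only wells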
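Test system: CHO-XBP1 luciferase reporter cells | Buffer or medium: Serum-containing F12 medium, 10% FBS | Schedule: 6 h compound exposure at 37 °C, 5% CO2 | Detection: Steady-Glo luciferase glow luminescence, 10 min after reagent addition | Read-out basis: Activation, % of tunicamycin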
Gli-Sufu block: Gli-Sufu pathway antagonism; Sufu-KO-LIGHT fibroblasts, Gli luciferase reporter luminescence; inhibition, % at 5 µM; 0.74% of 340,000 active; AID 588413;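 active = inhibition above about 55%, limit read from the data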;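 note: 0% = DMSO-treated cells and 100% = wells with medium but no cells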
CXCR6 block: CXCR6 (human) receptor inhibition. AID 602244. inhibition, % at 20 µM. 0.36% of 360,000 active. CHO-K1 PathHunter CXCR6 beta-arrestin, luminescence; in the data active = inhibition above about 34%, passing the limit was not always enough;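 note: antagonist mode with CXCL16 agonist at 10 nM final; 0% = 10 nM CXCL16 with DMSO and 100% = unstimulated wells without agonist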
Target sequence (O00574 whole entry, looked up): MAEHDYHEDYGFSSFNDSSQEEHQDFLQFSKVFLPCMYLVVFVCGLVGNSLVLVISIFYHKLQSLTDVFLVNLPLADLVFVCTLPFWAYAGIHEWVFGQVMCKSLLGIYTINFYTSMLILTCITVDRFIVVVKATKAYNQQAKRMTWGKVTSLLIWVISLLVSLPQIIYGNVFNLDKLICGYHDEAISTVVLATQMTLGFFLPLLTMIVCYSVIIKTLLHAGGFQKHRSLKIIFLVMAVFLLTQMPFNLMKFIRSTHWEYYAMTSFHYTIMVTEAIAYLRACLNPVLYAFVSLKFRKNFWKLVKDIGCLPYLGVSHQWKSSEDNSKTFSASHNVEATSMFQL
* hit, by the source's call. Hits appear at their usual frequency. About 5% of those tested had a hit in this group.

Screening COc1ccccc1-n1ccn(CC(=O)Nc2ccc(C)cc2Cl)c(=O)c1=O returned CHOP UPR activ -0.2, EBI2 block 11, Mdm2 MdmX PPI 1, Jurkat NFkB inh 2, CCR6 antag 9, 697 NFkB inh 3, XBP1 UPR activ -1, Gli-Sufu block -1 and CXCR6 block 4.
NC(=O)C(c1ccc(Cl)cc1Cl)c1ncc(C(F)(F)F)cc1Cl (stereo not drawn) was read as CHOP UPR activ -1.9, EBI2 block -9, Mdm2 MdmX PPI -10, Jurkat NFkB inh 4, CCR6 antag 7, 697 NFkB inh -3, XBP1 UPR activ -2, Gli-Sufu block 1 and CXCR6 block 0.
CCOc1ccc(Br)cc1S(=O)(=O)Nc1ncn[nH]1 was read as CHOP UPR activ 0.5, EBI2 block -2, Mdm2 MdmX PPI 4, Jurkat NFkB inh 0, CCR6 antag 11, 697 NFkB inh -9, XBP1 UPR activ 4, Gli-Sufu block -8 and CXCR6 block 2.
`Nc1nc(SCC(=O)N2CCCC2)[nH]c(=O)c1-c1ccccc1` gave CHOP UPR activ -2.4, EBI2 block -10, Mdm2 MdmX PPI -9, Jurkat NFkB inh 4, CCR6 antag -6, 697 NFkB inh 22, XBP1 UPR activ 0, Gli-Sufu block -5 and CXCR6 block -4.
`O=C(NCCC1CCCCN1S(=O)(=O)c1cccs1)C(=O)NCc1ccccc1` (stereo not drawn) gave CHOP UPR activ 0.4, EBI2 block 7, Mdm2 MdmX PPI 21, Jurkat NFkB inh 13, CCR6 antag -1, 697 NFkB inh 8, XBP1 UPR activ 0, Gli-Sufu block -16 and CXCR6 block 1.
`NS(=O)(=O)c1ccc(CCNC(=O)c2cc3ccccc3s2)cc1` gave CHOP UPR activ 0.3, EBI2 block -4, Mdm2 MdmX PPI -10, Jurkat NFkB inh -77, CCR6 antag 10, 697 NFkB inh -36, XBP1 UPR activ 0, Gli-Sufu block 7 and CXCR6 block -2.
Screening C#CCOCCOCCOCCNc1nc(N2CCN(C(=O)[C@H](CC(N)=O)n3cc(C(N)[C@H](C)CC)nn3)CC2)nc(N2CCN(C(=O)[C@H](CC(N)=O)n3cc(C(N)[C@@H](C)CC)nn3)CC2)n1 (stereo partly drawn) returned CHOP UPR activ 1.4, EBI2 block -4, Mdm2 MdmX PPI 13, Jurkat NFkB inh 13, CCR6 antag 0, 697 NFkB inh 3, XBP1 UPR activ -1, Gli-Sufu block -11 and CXCR6 block 6.
`O=C(NCC1CCCO1)c1cccc2c1C(=O)c1ccc(N3CCC(Cc4ccccc4)CC3)cc1S2(=O)=O` (stereo not drawn) gave CHOP UPR activ 5.9, EBI2 block -16, Mdm2 MdmX PPI 54*, Jurkat NFkB inh 3, CCR6 antag 11, 697 NFkB inh -59, XBP1 UPR activ 4, Gli-Sufu block 13 and CXCR6 block 1.
`O=C(COc1ccccc1[N+](=O)[O-])Nc1cccnc1` gave CHOP UPR activ 5.8, EBI2 block -2, Mdm2 MdmX PPI -10, Jurkat NFkB inh -45, CCR6 antag 7, 697 NFkB inh 5, XBP1 UPR activ 1, Gli-Sufu block -9 and CXCR6 block 4.
Screening CCOC(=O)C1CCCN(C(=O)c2cn(CC(C)C)c(=O)c3cc(OC)c(OC)cc23)C1 (stereo not drawn) returned CHOP UPR activ -1.4, EBI2 block 2, Mdm2 MdmX PPI -25, Jurkat NFkB inh 6, CCR6 antag -9, 697 NFkB inh 7, XBP1 UPR activ -1, Gli-Sufu block 25 and CXCR6 block 7.
Cc1nc2c(-c3ccc(F)cc3)c(C)[nH]n2c(=O)c1Cl was read as CHOP UPR activ 3.1, EBI2 block -5, Mdm2 MdmX PPI 21, Jurkat NFkB inh -3, CCR6 antag 9, 697 NFkB inh 14, XBP1 UPR activ -2 and CXCR6 block 5.
O=C(N/N=C/c1cccs1)c1cccc2cc[nH]c12 was read as CHOP UPR activ 1.5, EBI2 block 0, Mdm2 MdmX PPI -2, Jurkat NFkB inh -19, CCR6 antag 5, 697 NFkB inh -10, XBP1 UPR activ -3, Gli-Sufu block -23 and CXCR6 block -1.
O=[N+]([O-])c1ccc(OCCN2CCNCC2)cc1 was read as CHOP UPR activ -1.3, EBI2 block -7, Mdm2 MdmX PPI -7, Jurkat NFkB inh -3, CCR6 antag 18, 697 NFkB inh 6, XBP1 UPR activ -1, Gli-Sufu block 7 and CXCR6 block -5.
For CCN(CC)C(=O)C[n+]1cccc(/C=N/O)c1 the results were CHOP UPR activ 0.0, EBI2 block 1, Mdm2 MdmX PPI 3, Jurkat NFkB inh -6, CCR6 antag 7, 697 NFkB inh 7, XBP1 UPR activ -4, Gli-Sufu block -7 and CXCR6 block 1.
`OC(CNCc1ccccc1)c1ccccc1` (stereo not drawn) gave CHOP UPR activ 1.2, EBI2 block -2, Mdm2 MdmX PPI 7, Jurkat NFkB inh 9, CCR6 antag 1, 697 NFkB inh 3, XBP1 UPR activ 0, Gli-Sufu block 10 and CXCR6 block 12.
For Cc1ccc2cc(C#N)c(NCCNC(=S)NCCCN3CCOCC3)nc2c1 the results were CHOP UPR activ 1.4, EBI2 block -5, Mdm2 MdmX PPI 12, Jurkat NFkB inh -6, CCR6 antag -8, 697 NFkB inh 13, XBP1 UPR activ -1, Gli-Sufu block 9 and CXCR6 block -5.
Screening CC1CC(C)CN(C(=O)COC(=O)c2ccc(Cl)nc2)C1 (stereo not drawn) returned CHOP UPR activ 0.6, EBI2 block 4, Mdm2 MdmX PPI 15, Jurkat NFkB inh 5, CCR6 antag -2, 697 NFkB inh 17, XBP1 UPR activ 1, Gli-Sufu block 8 and CXCR6 block 0.
Screening O=C1c2ccccc2CSc2c(O)cccc21 returned CHOP UPR activ -0.5, EBI2 block -4, Mdm2 MdmX PPI 21, Jurkat NFkB inh 1, CCR6 antag 14, 697 NFkB inh -4, XBP1 UPR activ -1, Gli-Sufu block -2 and CXCR6 block 10.
`O=C(COC(=O)c1ccc[nH]c1=O)Nc1ccc(S(=O)(=O)N2CCCC2)cc1` gave CHOP UPR activ 0.3, EBI2 block -1, Mdm2 MdmX PPI -15, Jurkat NFkB inh 11, CCR6 antag 9, 697 NFkB inh 15, XBP1 UPR activ -2, Gli-Sufu block 6 and CXCR6 block -5.
`CCCCN(CCCC)CCNC(=O)CSCc1ccc(C)cc1` gave CHOP UPR activ -1.9, EBI2 block 8, Mdm2 MdmX PPI 5, Jurkat NFkB inh -16, CCR6 antag 4, 697 NFkB inh 7, XBP1 UPR activ 2, Gli-Sufu block -7 and CXCR6 block 6.
Screening Cc1cc(OCC(=O)Nc2cc(S(=O)(=O)N3CCOCC3)ccc2N2CCCC2)ccc1C(C)C returned CHOP UPR activ 0.1, EBI2 block 9, Mdm2 MdmX PPI 11, Jurkat NFkB inh 9, CCR6 antag 27, 697 NFkB inh -47, XBP1 UPR activ -2, Gli-Sufu block 22 and CXCR6 block 8.
Cc1cc(NCCCN)nc(-c2ccccc2O)n1 was read as CHOP UPR activ -1.7, EBI2 block -6, Mdm2 MdmX PPI -7, Jurkat NFkB inh -38, CCR6 antag 5, 697 NFkB inh -10, XBP1 UPR activ -1, Gli-Sufu block -2 and CXCR6 block -2.
Cc1ccc(OCC(=O)N/N=C\c2ccc(-c3cccc(C(=O)O)c3)o2)c(C)c1 was read as CHOP UPR activ 3.0, EBI2 block -3, Mdm2 MdmX PPI 18, Jurkat NFkB inh -15, CCR6 antag 7, 697 NFkB inh -47, XBP1 UPR activ -2, Gli-Sufu block -13 and CXCR6 block -2.
CCN1C(=O)[C@H]2[C@@H](c3ccc(-c4cccc(Cl)c4)cc3)N3CCCC[C@@]3(C(=O)OC)[C@H]2C1=O was read as CHOP UPR activ -0.5, EBI2 block 6, Mdm2 MdmX PPI 30, Jurkat NFkB inh -10, CCR6 antag 11, 697 NFkB inh 2, XBP1 UPR activ -3, Gli-Sufu block -5 and CXCR6 block 3.
For O=C(O)C1=CC2C=C(Cl)C=CC2OC1=O (stereo not drawn) the results were EBI2 block -2, CCR6 antag 2, Gli-Sufu block -7 and CXCR6 block 3.
For COc1ccc(Br)cc1S(=O)(=O)NCCc1cccs1 the results were CHOP UPR activ 0.2, EBI2 block -2, Mdm2 MdmX PPI 17, Jurkat NFkB inh 20, CCR6 antag 4, 697 NFkB inh -8, XBP1 UPR activ -2, Gli-Sufu block 7 and CXCR6 block 1.
For COCc1cc(=O)n2c(-c3ccc(C)cc3)n[nH]c2n1 the results were CHOP UPR activ -1.1, EBI2 block -3, Mdm2 MdmX PPI -15, Jurkat NFkB inh -5, CCR6 antag 1, 697 NFkB inh -7, XBP1 UPR activ 0, Gli-Sufu block -25 and CXCR6 block -6.
C[C@@H]1CN[C@H](CCO)/C1=C\c1ccccc1 was read as EBI2 block -8, CCR6 antag 8, Gli-Sufu block -1 and CXCR6 block -2.
CCN(CC)c1ccc(/C=N/N2CCN(Cc3ccc(C)cc3)CC2)c(O)c1 was read as CHOP UPR activ -2.6, EBI2 block 7, Mdm2 MdmX PPI 15, Jurkat NFkB inh -10, CCR6 antag -5, 697 NFkB inh 21, XBP1 UPR activ -4, Gli-Sufu block 6 and CXCR6 block 2.
Screening Cc1ccc(N=C(NO)c2nonc2N)cc1 returned CHOP UPR activ 1.9, EBI2 block 7, Mdm2 MdmX PPI 15, Jurkat NFkB inh 11, CCR6 antag -14, 697 NFkB inh 5, XBP1 UPR activ 3, Gli-Sufu block -16 and CXCR6 block 4.
CCCCNC(=O)CSc1nnc(Cc2ccccc2)n1CC was read as CHOP UPR activ 2.5, EBI2 block -4, Mdm2 MdmX PPI -1, Jurkat NFkB inh 1, CCR6 antag -18, 697 NFkB inh 15, XBP1 UPR activ 1, Gli-Sufu block 4 and CXCR6 block -21.
Screening COc1ccc(-c2c(C)nn3c(NC4CCCC4)cc(C)nc23)cc1OC returned CHOP UPR activ -1.9, EBI2 block -6, Mdm2 MdmX PPI 15, Jurkat NFkB inh -9, CCR6 antag 1, 697 NFkB inh -32, XBP1 UPR activ 2, Gli-Sufu block 1 and CXCR6 block 2.
For COc1cc(C(=O)Nc2ncccc2C)ccc1OCC(=O)N1CCOCC1 the results were CHOP UPR activ -0.4, EBI2 block -10, Mdm2 MdmX PPI -13, Jurkat NFkB inh 6, CCR6 antag 5, 697 NFkB inh 16, XBP1 UPR activ -2, Gli-Sufu block 0 and CXCR6 block -2.
`C=CCSc1ncccc1C(=O)NCc1ccc(C)cc1` gave CHOP UPR activ -0.4, EBI2 block 5, Mdm2 MdmX PPI 10, Jurkat NFkB inh 0, CCR6 antag 19, 697 NFkB inh 14, XBP1 UPR activ -3, Gli-Sufu block 1 and CXCR6 block -2.
`CCOc1cc(/C=C2/SC(=S)N(Cc3ccccc3)C2=O)ccc1O` gave CHOP UPR activ 1.8, EBI2 block 24, Mdm2 MdmX PPI 1, Jurkat NFkB inh -9, CCR6 antag 54*, 697 NFkB inh -23, XBP1 UPR activ 1, Gli-Sufu block -8 and CXCR6 block 43*.

Structures shown so far containing a COOH group (2):
Cc1ccc(OCC(=O)N/N=C\c2ccc(-c3cccc(C(=O)O)c3)o2)c(C)c1 was read as CHOP UPR activ 3.0, EBI2 block -3, Mdm2 MdmX PPI 18, Jurkat NFkB inh -15, CCR6 antag 7, 697 NFkB inh -47, XBP1 UPR activ -2, Gli-Sufu block -13 and CXCR6 block -2.
For O=C(O)C1=CC2C=C(Cl)C=CC2OC1=O (stereo not drawn) the results were EBI2 block -2, CCR6 antag 2, Gli-Sufu block -7 and CXCR6 block 3.
